# Screening data: PubChem BioAssay, National Center for Advancing Translational Sciences (NCATS)
# FEN1 inh: blocks human flap endonuclease 1 | P39748 | 390,000 compounds, 0.35% hits | AID 588795 | Recombinant FEN1 flap cleavage, fluorescence, 15 min | Potency, µM (series often up to 114 µM), for the others: at the highest dose activity change, negative = inhibition, hits mostly inhibitors; further: nearly all actives have a fitted effect of over 65% in size
# Target sequence (P39748 whole entry, looked up): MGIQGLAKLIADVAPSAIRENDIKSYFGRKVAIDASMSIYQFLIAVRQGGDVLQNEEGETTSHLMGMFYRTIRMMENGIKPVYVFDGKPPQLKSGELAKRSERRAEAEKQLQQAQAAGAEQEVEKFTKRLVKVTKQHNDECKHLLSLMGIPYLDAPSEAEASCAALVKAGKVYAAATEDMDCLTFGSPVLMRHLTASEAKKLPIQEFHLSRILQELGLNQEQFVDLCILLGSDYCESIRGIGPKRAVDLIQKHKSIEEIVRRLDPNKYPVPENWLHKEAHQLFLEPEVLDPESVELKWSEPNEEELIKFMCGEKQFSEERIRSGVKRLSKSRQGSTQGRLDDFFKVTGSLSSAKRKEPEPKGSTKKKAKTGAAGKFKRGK
#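 In this screen, 50 nM flap DNA substrate was added to 10 nM FEN1 pretreated with compound for 15 min at room temperature; cleavage was followed with reads at 0 and 15 min, and Hill fitting gave concentration–response parameters.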
# N370S GC mod: N370S glucocerebrosidase modulation, Gaucher chaperone candidate; P04062; N370S GC spleen homogenate, 4MU-glucoside fluorescence; Potency, µM (highest dose often 59.4 µM), for inactives: at the highest dose activity change, negative = inhibition, hits mostly inhibitors; 330,000 compounds, 0.092% hits; AID 2101;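 further: 0% = full enzyme activity and -100% = no enzyme basal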
# TDP1 block: inhibitors of human tyrosyl-DNA phosphodiesterase TDP1; Q9NUW8; recombinant TDP1, AlphaScreen DNA substrate cleavage; Potency, µM (doses to about 130 µM), inactives show at the top dose activity change, negative = inhibition, actives largely listed as inhibitors; 350,000 compounds, 0.28% hits; further: nearly all actives have a fitted effect of over 40% in size
# Target sequence (Q9NUW8 whole entry, looked up): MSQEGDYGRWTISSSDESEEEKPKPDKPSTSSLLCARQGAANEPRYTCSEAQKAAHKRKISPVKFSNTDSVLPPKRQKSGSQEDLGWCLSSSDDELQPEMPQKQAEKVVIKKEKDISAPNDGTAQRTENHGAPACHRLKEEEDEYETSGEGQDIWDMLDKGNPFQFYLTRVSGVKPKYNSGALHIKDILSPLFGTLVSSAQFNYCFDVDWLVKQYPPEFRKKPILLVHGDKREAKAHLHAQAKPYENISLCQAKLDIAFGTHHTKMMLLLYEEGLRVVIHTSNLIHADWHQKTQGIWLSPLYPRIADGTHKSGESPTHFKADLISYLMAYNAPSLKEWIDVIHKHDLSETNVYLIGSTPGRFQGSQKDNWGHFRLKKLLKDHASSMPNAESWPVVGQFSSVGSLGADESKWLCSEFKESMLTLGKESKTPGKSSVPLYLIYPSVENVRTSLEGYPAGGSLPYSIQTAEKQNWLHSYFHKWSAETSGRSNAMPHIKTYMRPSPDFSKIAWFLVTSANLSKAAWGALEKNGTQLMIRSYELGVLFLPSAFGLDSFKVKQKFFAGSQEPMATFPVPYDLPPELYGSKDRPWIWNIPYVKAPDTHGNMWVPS
#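 Recombinant human Tdp1 (E. coli-expressed, 1 nM final) preincubated with compounds 15 min at room temperature, then 5'-biotin/3'-phosphotyrosine-FITC DNA substrate (15 nM final) added for 5 min. AlphaScreen beads (10 ug/ml final) added 10 min; cleavage lowers signal.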
# An asterisk follows results filed as active; ? = inconclusive; / = not tested or not shown; & = joins results of further samples; [ ] = dose if it differs, or a comment. The call rests on the fitted dose curve; in most records, active means well fitted curve in the direction sought with a large enough effect; inconclusive means small, poorly fitted or top-dose-only effect, or another doubt; inactive means no such curve, though single readings can be large; an effect the other way counts as inactive or inconclusive. Unless noted, on the % scale 0 is the no-effect control and ±100 the full control effect; potency means the concentration at half of the fitted maximal effect.
SMILES,FEN1 inh,N370S GC mod,TDP1 block
Cc1sc2nc(CN3CCC(C)CC3)nc(Cl)c2c1C,/,-1%,3%
COc1ccc(OC)c(NC(=O)N2CCC(CN3CCCCC3)CC2)c1,19%,/,-1%
CS(=O)(=O)c1ncc(Cl)c(C(=O)Nc2ccc(OC(F)F)cc2)n1,-16%,-18%,/
C[C@H](CO)N1C[C@H](C)[C@@H](CN(C)C(=O)Nc2ccc(C(F)(F)F)cc2)Oc2ccc(NC(=O)CCC(F)(F)F)cc2C1=O,-21%,/,2%
C=CCOc1c(Cl)cc(C2NC(=O)NC(C)=C2C(=O)OC)cc1Cl (stereo not given),-12%,-2%,-5%
COc1ccc(-c2nnc(SCC(=O)NCCc3ccccc3)o2)cc1,37%[activator],7%,4%[56.1 µM]
Nc1c(Cl)ncnc1NCc1ccccc1,0%,-6%,/
Cc1ccc(S(=O)(=O)N2CCC(C(=O)NCCC3=CCCCC3)CC2)cc1C,-3%,-2%,/
CCOC(=O)c1c(NC(=O)c2ccoc2C)sc(C(=O)N(C)C)c1C,-1%,-3%,2%
ClC/C=C/CCl,/,-6%,18%
OCCNc1nc(-c2ccccc2)nc2c1oc1ccccc12,-15%,15%,6%
O=C(NCc1cccs1)c1ccc(CS(=O)Cc2ccccc2Cl)o1 (stereo not given),11%,25%,3%
CCCN(C(=O)COC(=O)c1cc(CC)c(C)s1)c1c(N)n(Cc2ccccc2)c(=O)[nH]c1=O,-11%,-2%,2%[0.505 µM]
CC(NC(=O)c1cccc(S(=O)(=O)N2CCCCCC2)c1)c1ccccc1 (stereo not given),-11%,/,0%
Cc1cc(NC(=O)c2ccccc2)nc2c1c(=O)oc1ccccc12,-5%,3%,-1%
COCCNC(=O)c1ccccc1NC(=O)COc1ccccc1,4%,9%,11%
Cc1ccc(NC(=O)CN2CCN(c3ccccn3)CC2)c(Cl)c1,2%,-18%,6%
CCOC(=O)C(=O)Nc1cccc(C(=O)OCC)c1,1%,0%,1%
Cc1ccc(C2OC(=O)c3ccccc32)cc1 (stereo not given),-1%,8%,4%
CN(C1CCS(=O)(=O)C1)S(=O)(=O)c1cccs1 (stereo not given),0%,-12%,0%

# The closing 3 entries of the part above open the next one:
SMILES,FEN1 inh,N370S GC mod,TDP1 block
CCOC(=O)C(=O)Nc1cccc(C(=O)OCC)c1,1%,0%,1%
Cc1ccc(C2OC(=O)c3ccccc32)cc1 (stereo not given),-1%,8%,4%
CN(C1CCS(=O)(=O)C1)S(=O)(=O)c1cccs1 (stereo not given),0%,-12%,0%
CCc1ccccc1NC(=O)N1CCC(CN2CCc3ccccc3C2)CC1,-3%,/,9%
COC(=O)C1=C(C)OC(N)=C(C#N)C1c1ccccc1F (stereo not given),-4%,-17%[2.35 µM],5%
Cc1ccc(S(=O)(=O)N2CCN(C(=O)CC(C)n3nc(C)c(Cl)c3C)CC2)cc1C (stereo not given),1%,-4%,-2%
NS(=O)(=O)c1ccc(NC(=S)Nc2cc(Cl)c(Cl)cc2Cl)cc1,-4%,18%,4%
CC(C)=CC(=O)OCC(=O)NC1CCCc2ccccc21 (stereo not given),4%,-7%,-5%
O=c1ccc(-c2nc3cc(Cl)ccc3n2Cc2ccccc2)c[nH]1,-8%,23%,0%
Cn1c(SCC(=O)Nc2ccc3c(c2)OCCO3)nnc1C1CC1,6%,-7%,13%[0.0935 µM]
O=C(NCCSc1ncc(-c2ccc(F)cc2)[nH]1)c1ccco1,4%,4%,-10%
CC(=O)C1(C)CC2=C(CCCC2(C)C)CC1C (stereo not given),/,-1%,17%
CCCc1cc(=O)n2[nH]c(C)nc2n1,-6%,-2%,0%
CCc1nn(CC(=O)NCc2ccccc2)c(=O)c2cccn12,?,/,-11%
CCOc1ccc(-c2nc(SCC(=O)Nc3ccc(C)c(C)c3)n3[nH]c(=O)cc3n2)cc1,?,/,0%
Cc1ccccc1Cn1cnc2c(oc3ccccc32)c1=O,-4%&-8%,6%,0%&-3%
CCN1CCN(C(=O)NC(C(=O)NC2C(=O)N3C2SC(C)(C)C3C(=O)O)c2ccccc2)C(=O)C1=O (stereo not given),/,-5%,-3%[56.1 µM]
Cc1ccccc1OCC(=O)OCC(=O)Nc1cc(S(C)(=O)=O)ccc1Cl,5%,-7%,0%
CC(C)(C)CC(=O)NC(=S)NCc1ccco1,1%,1%,2%
CCCc1cc(=O)oc2c(CN3CCN(C)CC3)c(O)ccc12,19%,?,/
Cc1ccc(OCc2nnc(SCC(=O)Nc3cc(C)on3)n2C)cc1,7%,1%,-4%
Cc1ccc(S(=O)(=O)NC(C(=O)Oc2cc3oc(=O)cc(C)c3cc2Cl)C(C)C)cc1 (stereo not given),-18%,?,5%
CC1CC(C)CN(CCCSc2ccccc2)C1 (stereo not given),3%,14%,-3%
Cc1ccc(-n2ncc(C(=O)NCCN3CCc4ccccc4C3)c2C2CCN(C(=O)OC(C)(C)C)CC2)c(C)c1,-20%,/,6%
CC(C)(C)C(=O)C1=C(O)C(=O)N(Cc2ccccc2)C1c1ccccc1Cl (stereo not given),11%,0%,/
CC(=O)c1cc(NC(=O)c2ccc([N+](=O)[O-])cc2)c(=O)oc1C,3%,2%,-6%
Cc1ccc(Nc2nc(NCc3ccco3)c3ccccc3n2)cc1,-30%,?,8%
Cc1nnc2sc(SCC(=O)Nc3nccs3)nn2c1=O,6%,-11%,3%
CC(=O)c1ccc(N2CCN(c3ccnc4cc(Cl)ccc34)CC2)cc1,-5%,1%,10%
CCc1nc2ccccc2c(C(=O)Nc2ccc(C)cc2)c1C,-9%,3%,/
CCc1ccc(-n2nc(CO)c(C(=O)NCc3cccnc3)n2)cc1,7%,/,7%
O=C(NCc1ccccc1)c1cnc(N2CCCCC2)c2ccccc12,-16%,/,1%
Cn1c(=O)c2c(SCC(=O)NCC3CCCO3)nc(-c3cccs3)nc2n(C)c1=O (stereo not given),/,0%,-2%
CC(C)CCN1C(=O)N(c2ccccc2)C(=O)C1CC(=O)Nc1ccc(Cl)cc1 (stereo not given),3%,/,-2%
CCc1cccc(NC(=O)CN(C)S(=O)(=O)c2cccc3nsnc23)c1,6%,2%,3%
CC(=O)c1cccc(NC(=O)c2ccc(N(Cc3ccccc3C)S(C)(=O)=O)cc2)c1,-4%,9%,0%
CCCCOC(=O)CSc1nc2ccccc2o1,-7%,6%,/
Cc1nn2c(nc(N3CCOCC3)c3ccccc32)c1C=C(C#N)C#N,-1%,22%,3%
CCC1CCCCN1CCCNC(=O)Cn1c(=O)c2cccn2c2cccnc21 (stereo not given),-2%,-7%,-2%
CCCn1c(N)c(C(=O)CN2CCc3ccccc3C2)c(=O)n(C)c1=O,-2%,14%,-3%
CC1CCN(S(=O)(=O)c2nnc(NC(=O)c3ccc(C(C)C)cc3)s2)CC1,-3%,/,5%
O=C(CCn1c(=O)c2cccn2c2ccc(F)cc21)NCCc1ccccc1,-26%&16%,-1%,1%&1%
Cc1nnc(NC(=O)c2oc3c(ccc4ccccc43)c2C)s1,-2%,6%,4%
CCOC(=O)[C@H]1[C@H]2COc3ccc(Br)cc3[C@@H]2N2C(=O)CN(Cc3ccc(F)cc3)C(=O)[C@@]12C,1%,/,1%
CC(=O)Cc1nsc(NC(=O)c2cn(-c3ccccc3)nc2-c2ccc(Br)cc2)n1,-7%,1%,-2%
CCc1cccc(NC(=O)Cn2c(=O)ccc3cc(S(=O)(=O)N4CCC(C)CC4)ccc32)c1,-6%,/,4%
c1ccc2oc(C3=NNC(=NC4CC4)SC3)cc2c1,4%,8%,10%
O=C(NCCC1=CCCCC1)C(=O)c1c[nH]c2ccccc12,2%,7%,2%
CCOc1ccc(/C(=N\O)C(C)NO)cc1 (stereo not given),-2%,5%[2.35 µM],-2%
CCN1C(=O)C(O)(CC(=O)c2ccccn2)c2ccccc21 (stereo not given),1%,-16%,6%
CCCc1nc(N2CCOCC2)c(C#N)c2c1CCCC2,-15%,/,-5%
COC(=O)c1cn[nH]c1NC(=S)Nc1ccc(C)cc1Cl,-14%,22%,-1%
CC1(C)CC(=O)C2=C(C1)c1c(ccc3ccccc13)NC2c1ccc(C(=O)O)cc1 (stereo not given),-14%,?,/

# (listing goes on)
SMILES,FEN1 inh,N370S GC mod,TDP1 block
CCC(C)c1ccccc1NC(=S)NC(=O)c1ccco1 (stereo not given),-6%,-1%,2%
CC(C)(C)CC(=O)Nc1cc2c3c(c1)CCN3C(=O)CC2,-1%,-1%,0%
Cc1cnc(CN2CCc3c([nH]c4ccccc34)C2C2CCCCC2)[nH]1 (stereo not given),-11%,17%,0%
O=C1NCCCC2c3c(cc(Br)c(O)c3Br)OC12N1CCOCC1 (stereo not given),-11%,-8%,0%
Cc1cccc(C2CN(C)CCc3c2cc(O)c(O)c3Cl)c1 (stereo not given),?,-2%&2%,-5%
CCc1nc2ccc(C(=O)NCCc3ccc(OC)cc3)cc2nc1CC,22%,-5%,1%
O=C(CSc1nnc(-c2ccncc2)n1C1CCCCC1)Nc1cccc(O)c1,-8%,2%,2%
O=C(Nc1ccnn1C1CCN(Cc2ccccc2OC(F)F)CC1)c1cccnc1,12%,-6%,1%
O=C(CSc1cccc[n+]1[O-])c1cccs1,2%,3%,5%
CC(C)(C)[C@@H]1COC(=O)[C@@H](Cc2ccc(F)cc2)CC/C=C\C[C@@H](CC(=O)N(CCO)Cc2ccccc2)C(=O)N1,11%,/,1%

# Exported as tab-separated lines: entries from further up
Molecule	FEN1 inh	N370S GC mod	TDP1 block
Cc1ccc(S(=O)(=O)NC(C(=O)Oc2cc3oc(=O)cc(C)c3cc2Cl)C(C)C)cc1 (stereo not given)	-18%	?	5%
CC1CC(C)CN(CCCSc2ccccc2)C1 (stereo not given)	3%	14%	-3%
Cc1ccc(-n2ncc(C(=O)NCCN3CCc4ccccc4C3)c2C2CCN(C(=O)OC(C)(C)C)CC2)c(C)c1	-20%	/	6%
CC(C)(C)C(=O)C1=C(O)C(=O)N(Cc2ccccc2)C1c1ccccc1Cl (stereo not given)	11%	0%	/
CC(=O)c1cc(NC(=O)c2ccc([N+](=O)[O-])cc2)c(=O)oc1C	3%	2%	-6%
Cc1ccc(Nc2nc(NCc3ccco3)c3ccccc3n2)cc1	-30%	?	8%

# Further structures follow:
SMILES,FEN1 inh,N370S GC mod,TDP1 block
CN1CCN(C2=Cc3ccc(Cl)cc3Sc3ccc(F)cc32)CC1,-11%,-17%,8%
Cc1ccc(C(=O)N(Cc2ccco2)Cc2sccc2C)cc1,-15%,/,5%
N#Cc1ccccc1NC(=O)C1SC(=Nc2ccccc2)C(C(=O)Nc2ccc(Cl)cc2)=C1N (stereo not given),-16%,9%,-4%
C=CCn1c(-c2cccn(Cc3ccc(Cl)cc3Cl)c2=O)n[nH]c1=S,-5%,10%,4%
Cc1ccc(S(=O)(=O)c2nnn3c2nc(N2CCOCC2)c2sccc23)cc1C,11%,/,-3%
O=C(Nc1ccc(Cl)c(Cl)c1)c1ccc(Cn2cc(Cl)cn2)cc1,-23%,15%,?
O=C1CC(N2CCN(Cc3ccccc3)CC2)C(=O)N1CCc1ccccc1 (stereo not given),4%,-1%,4%
Cc1ccc(-c2noc(CN(C(=O)C34CC5CC(CC(C5)C3)C4)C(C)C)n2)cc1,-3%,4%,3%
Cc1cccc(N2CCN(S(=O)(=O)c3cc(C(=O)Nc4ccc(Oc5ccccc5)cc4)ccc3F)CC2)c1C,0%,/,5%
CC(C)OC(=O)/C(C#N)=C/c1cn(Cc2ccccc2)c2ccccc12,-24%,?,1%
O=C(NNC(=O)c1cccnc1)Nc1ccc([N+](=O)[O-])cc1,-7%,10%,-8%
COc1ccccc1CCn1cc(C#N)c(=O)[nH]c1=O,0%,2%,5%
CCn1c(=O)c(C(=O)Nn2c(C)nc3ccccc3c2=O)c(O)c2ccccc21,-2%,0%,5%
C[C@H](CO)N1C[C@H](C)[C@@H](CN(C)Cc2ccncc2)Oc2c(NS(=O)(=O)c3ccc(F)cc3)cccc2C1=O,-5%,/,1%
Cc1ccc(C(=O)Nc2ccccc2C(=O)NCc2ccco2)cc1S(=O)(=O)N1CCCCC1,-14%,-1%,0%
CCC(C)NC(=O)Cn1c(=O)n(CCCC(=O)NCc2ccccc2Cl)c(=O)c2ccccc21 (stereo not given),-3%,3%,2%
Cc1cc(C)nc(CCNC(=O)c2cc(COc3c(C)cccc3C)on2)n1,2%,-11%,0%
Cc1ccnc2nc(C(=O)Nc3nnc(CC(C)C)s3)nn12,9%,1%,9%
COc1ccc(OC)c(S(=O)(=O)N2CCC(C(=O)NC3CCCCCC3)CC2)c1,-1%,4%,/
Cc1n[nH]c(C)c1S(=O)(=O)NCCc1ccc(Cl)cc1,-4%,4%,9%
O=C(CNC(=O)c1ccc(Cl)cc1)NCCCn1ccnc1,4%,-6%,5%
N#CCC(=O)NNc1c([N+](=O)[O-])cc(C(F)(F)F)cc1[N+](=O)[O-],-22%,-7%,/
